mIAP activ = mouse IAP activation; muIAP, CDP-Star luminescence, 30 min; active compounds read high; 1 = vehicle-only enzyme signal, 0 = enzyme-free wells; activation factor at 10 µM; 330,000 tested, 0.24% active; AID 2805;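 active means activation factor of at least 2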; further: the source names both 10 and 20 µM as test concentration; values of inactives mirror those of a sister screen read the other way
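Assay system: mouse IAP enzyme / Compound: DMSO-dissolved test compounds / Timing: 30 min, room temperature / Measured by: luminescence from enzymatic CDP-Star hydrolysis / Control set: DMSO-only wells, enzyme-free buffer wells as negative control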
hIAP block = blocks human intestinal alkaline phosphatase; inhibition, % at 10 µM; P09923; 330,000 tested, 0.12% active; purified IAP, CDP-Star luminescence, 30 min;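 active means inhibition reaching a set limit with compound at 10 µM in the primary screen, cut at about 35% in these data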;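 further: plate controls were DMSO wells with enzyme for no effect and no-enzyme buffer wells for full effect; values of inactives mirror those of a sister screen read the other way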
Target sequence (P09923 whole entry, looked up): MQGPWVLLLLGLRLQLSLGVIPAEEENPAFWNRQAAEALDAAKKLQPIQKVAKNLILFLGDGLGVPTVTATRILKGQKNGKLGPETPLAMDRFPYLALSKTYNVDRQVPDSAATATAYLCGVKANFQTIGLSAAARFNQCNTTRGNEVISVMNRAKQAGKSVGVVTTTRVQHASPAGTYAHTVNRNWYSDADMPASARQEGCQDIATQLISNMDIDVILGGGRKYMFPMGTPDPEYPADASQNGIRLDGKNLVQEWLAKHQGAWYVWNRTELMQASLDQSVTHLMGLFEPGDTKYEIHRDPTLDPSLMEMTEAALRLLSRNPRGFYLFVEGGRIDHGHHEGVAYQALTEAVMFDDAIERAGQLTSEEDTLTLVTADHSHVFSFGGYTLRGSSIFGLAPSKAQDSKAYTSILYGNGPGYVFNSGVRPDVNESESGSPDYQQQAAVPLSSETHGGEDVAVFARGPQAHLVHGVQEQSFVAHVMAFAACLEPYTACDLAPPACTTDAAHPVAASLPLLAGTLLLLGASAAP
mIAP block = mouse IAP inhibition; 330,000 tested, 0.2% active; AID 2806; inhibition, % at 10 µM; purified mouse IAP, CDP-Star luminescence, 30 min;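 active means inhibition of at least 40% at 10 µM in the primary screen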;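 further: plate controls were DMSO with enzyme for no effect and no enzyme wells for full effect; values of inactives mirror those of a sister screen read the other way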
MIN6 prolif = MIN6 beta-cell proliferation induction; AID 2380; 330,000 tested, 0.29% active; proliferation, % at 10 µM; MIN6 cells proliferation, ATPlite luminescence, 48 h; cells starved in 0.2% serum; 100% = growth in 10% serum;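 active means compounds whose signal lies at least 3.5 SD above the mean of all wells on their plate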;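 further: 0% = DMSO-treated cells in low-serum medium and 100% = 10% serum control; some compounds called inactive have numbers as strong as hits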
MPTP block = blocks calcium-induced mitochondrial swelling. isolated mouse mitochondria, Ca2+ swelling absorbance, 30 min. inhibition, % at 10 µM. 360,000 tested, 1.4% active;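 active means inhibition of 50% or more, scaled per plate between neutral and stimulator controls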;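 further: 0% = DMSO wells given calcium and 100% = 1 mM EGTA wells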
hIAP activ = increases human intestinal alkaline phosphatase activity | P09923 | purified human IAP, CDP-Star luminescence, 30 min; active compounds read high; 1 = vehicle-only enzyme, 0 = enzyme-free background | activation factor at 10 µM | 330,000 tested, 0.16% active;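 active means activation factor of the enzyme at least 2-fold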; further: the source names both 10 and 20 µM as test concentration; values of inactives mirror those of a sister screen read the other way
APOBEC3A inh = blocks human APOBEC3A ssDNA deamination | P31941 | 330,000 tested, 0.41% active | AID 493011 | recombinant A3A, FAM/TAMRA ssDNA deamination fluorescence | inhibition, % at 20 µM;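 active means at least 40% inhibition at 20 µM here, with at most 30% in a related deaminase screen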;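 further: plate controls were A3A with DMSO for no effect and wells lacking A3A enzyme for full effect; some results filed as inactive read as strong as hits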
Target sequence (P31941 whole entry, looked up): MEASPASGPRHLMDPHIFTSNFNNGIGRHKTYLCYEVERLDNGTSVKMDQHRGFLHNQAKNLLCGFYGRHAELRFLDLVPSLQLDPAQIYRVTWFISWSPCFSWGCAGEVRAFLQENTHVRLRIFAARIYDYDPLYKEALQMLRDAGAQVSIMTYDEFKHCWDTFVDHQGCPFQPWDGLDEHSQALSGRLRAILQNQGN
A3G deaminase = APOBEC3G (human) deaminase inhibition. Q9HC16. 330,000 tested, 0.28% active. recombinant A3G, ssDNA deamination FAM/TAMRA fluorescence. AID 493012. inhibition, % at 20 µM;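 active means inhibition of at least 40% at 20 µM, with no more than 30% in the related APOBEC3A deaminase screen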;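 further: plate controls were DMSO wells with A3G for no effect and wells lacking A3G enzyme for full effect; some compounds called inactive have numbers as strong as hits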
GRIN3A LBD mod = modulators (binders) of human NR3A ligand-binding domain | NR3A LBD differential scanning fluorimetry, Tm shift; 0% = protein alone, 100% = glycine-bound protein | Tm shift relative to glycine control, % at 25 µM | 340,000 tested, 2.5% active;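 active means melting temperature shift of at least 10% of the positive control shift, at one fixed dose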
Starred values were filed as active, the others as inactive; x = not tested or not shown.

SMILES	mIAP activ	hIAP block	mIAP block	MIN6 prolif	MPTP block	hIAP activ	APOBEC3A inh	A3G deaminase	GRIN3A LBD mod
COc1ccc(C(=O)Nc2ccccc2C(=O)NC(Cc2ccc(O)cc2)C(=O)NNC(=O)c2ccncc2)cc1 (stereo unspecified)	0.94	-18	6	-2	-0.1	1.2	-3	-7	-2
O=c1[nH]c(=S)[nH]cc1S(=O)(=O)c1cccc(Cl)c1	0.9	-22	10	2	0.3	1.2	-8	-9	1
COc1cccc(-c2nnc(N(C)C(=O)c3ccno3)s2)c1	0.98	8	2	0	x	0.92	-2	-1	x
CC(=O)NC(c1ccccc1)c1cc(Cl)c2cccnc2c1O (stereo unspecified)	0.93	-42	7	-4	-1.4	1.4	-1	-6	-8
Cn1c(CNC(=O)c2ccccc2F)nnc1SCC(=O)N1CCN(c2ccccc2)CC1	0.96	-7	4	2	-5.0	1.1	-3	-4	0
CC1=NN(c2ccccc2)C(=O)/C1=C\c1cc(C)n(-c2ccccc2)c1C	0.89	5	11	0	-1.2	0.95	0	1	1
CS(=O)(=O)N(CC(O)Cn1c2ccccc2c2ccccc21)c1ccccc1 (stereo unspecified)	0.95	8	5	1	1.3	0.92	3	-2	-2
Cc1cccc2c1N(CCOc1ccccc1Cl)C(=O)C2=O	0.98	8	2	-3	-2.0	0.92	-6	-3	-3
COc1cc(-c2nnn(Cc3ccccc3C)n2)cc(OC)c1OC	0.94	1	6	3	2.4	0.99	-3	-3	-1
COc1ccc(OCC(O)CON2C(=O)c3ccccc3C2=O)cc1 (stereo unspecified)	0.94	-12	6	0	0.8	1.1	0	-5	2
CCOC(=O)C1=CNS(=O)(=O)NC1c1ccc(C)cc1 (stereo unspecified)	0.98	x	2	x	-2.0	x	-1	4	2
CC1CCCCN1C(=O)CSc1nc(-c2ccccc2)cn1N (stereo unspecified)	1	1	-2	-1	-0.3	0.99	2	4	-1
O=CN1CCN(C(C(=O)NC2CCCC2)c2ccc(Cl)cc2)CC1 (stereo unspecified)	0.98	9	2	-1	-0.2	0.91	-2	-2	2
Cc1sc(NC(=O)CN(C)C2CCCCC2)nc1-c1ccc2c(c1)CCN2S(=O)(=O)c1ccccc1	0.89	-15	11	-1	x	1.2	1	-2	x
COc1ccc2cc(/C(C)=N/NC(=O)c3cc(-c4cccnc4)nc4ccccc34)ccc2c1	0.91	-8	9	3	1.4	1.1	-3	-6	2
COc1ccccc1CNC(=S)NC1CCCCC1	1.2	7	-19	-3	0.0	0.93	-3	-5	0
COc1ccc(Cl)cc1NC(=O)C[n+]1ccccc1	1	-6	0	0	0.9	1.1	-1	-8	0
Cc1ccc(S(=O)(=O)N2CCOCC2)cc1N/N=C(\C#N)c1nc2ccccc2[nH]1	0.9	-12	10	-6	1.1	1.1	-7	-1	-4
CCOC(=O)C1(Cc2ccccc2C(F)(F)F)CCN(C(=O)c2cc(C)n(C)n2)CC1	0.99	-18	1	2	2.9	1.2	2	0	-6
Nc1ccc(Oc2ncccn2)cc1	0.97	16	2	-5	1.2	0.84	-1	0	-3
Cc1occc1C(=O)N/N=C/C=C/c1ccccc1[N+](=O)[O-]	0.92	-42	8	0	1.1	1.4	-2	-3	0
Cc1ccc(NC(=O)CCCn2nc(C)c3c(C)n(-c4ccccc4)nc3c2=O)cc1C	0.94	8	6	-3	-1.5	0.92	-2	6	7
CC(C)CCn1c(COc2ccccc2)n[nH]c1=S	0.91	19	9	-2	0.0	0.81	-2	5	0
COc1ccc(S(=O)(=O)N2CCOCC2)cc1NC(=O)COC(=O)c1[nH]c(C)c(C(C)=O)c1C	0.95	-2	5	-2	-0.3	1	-2	-7	1
COc1ccc(C(=O)N/N=C(\C)c2cccc(NC(=O)c3ccc(F)cc3)c2)c(OC)c1	1.1	-11	-10	-2	0.9	1.1	-2	-9	0
CC1=CC(C)(C)N2C(=O)C3(C(C#N)=C(N)OC4=C3C(=O)CCC4)c3c(C)c(C)cc1c32 (stereo unspecified)	0.91	-6	9	-2	-1.4	1.1	-2	-8	0
CCC(Sc1nc2n[nH]c(C)c2c(=N)n1-c1cccc(Cl)c1C)C(=O)N(CC)CC (stereo unspecified)	1.3	9	-28	-2	-1.8	0.91	1	-2	0
CCCCNC(=O)CC1N=C2c3ccccc3N=C(SCC(=O)Nc3cccc(OC)c3)N2C1=O (stereo unspecified)	0.9	-8	10	-3	0.7	1.1	3	-1	2
CCC(CC)C(=O)OCC(=O)NC12CC3CC(CC(C3)C1)C2	0.98	9	2	-1	-1.6	0.91	1	-2	-3
O=C1c2ccccc2C(=O)N1CSc1nnc2c3ccccc3n(CCc3ccccc3)c2n1	0.98	-27	2	1	-4.3	1.3	-5	-8	2
Cn1nc(C(=O)Oc2cc(=O)n(C)c3ccccc23)c2ccccc2c1=O	1.2	-9	-16	0	3.4	1.1	-7	-9	-1
CCCCc1nc(NCCN)c(C#N)c2c1CSC(C)(C)C2	0.97	7	3	-4	108*	0.93	2	-1	-1
C/C(=N\NC(=S)Nc1ccccc1)C1Cc2ccccc2C(=O)O1 (stereo unspecified)	0.87	-2	13	2	7.3	1	-5	-3	0
O=C(COC(=O)c1ccc(Br)o1)Nc1ccc(Br)cc1	1.1	-9	-6	3	-0.5	1.1	-3	-5	0
CCCCNC(=O)C(=O)NCC1CCCN1S(=O)(=O)c1cccs1 (stereo unspecified)	1	-28	-4	-2	-3.0	1.3	-4	4	-1
Cc1ccc(-c2csc3ncn(C(C)C(=O)O)c(=O)c23)cc1 (stereo unspecified)	0.98	0	2	2	-0.6	1	-3	-7	-1
NC1=NC[C@@H](CC2CCCCC2)N1CCc1cc(C(F)(F)F)cc(C(F)(F)F)c1	1.1	-21	-7	-5	7.8	1.2	-5	9	-3
O=C1C2CCCCN2C(=O)N1CCCCN1CCN(c2ccc([N+](=O)[O-])cc2)CC1 (stereo unspecified)	0.99	16	1	2	0.5	0.84	0	1	2
Cc1cccc(C(=O)NC2CCCCCCC2)c1	1	1	0	-2	-0.3	0.99	-4	-7	-1
O=S(=O)(c1ccc(F)cc1)N1CCN(c2ccccn2)CC1	1	10	0	3	-0.1	0.9	-2	-6	-1
S=c1[nH]nc(-c2ccc(Cl)cc2Cl)n1-c1ccc2c(c1)OCCO2	0.99	-4	1	2	5.8	1	0	8	0
CCn1c(=O)c2c(nc(SCC(=O)NC3CCCC3)n2C)n(C)c1=O	0.93	-1	7	1	-0.5	1	-3	-11	1
CCOc1cc(C)c(S(=O)(=O)NCc2ccccn2)cc1C	1.1	-22	-8	0	-0.3	1.2	-6	-5	1
COCC(=O)N1CCC(Oc2ccc(C(=O)NCCc3ccncc3)cc2)CC1	1.1	-23	-9	1	-0.1	1.2	-2	-5	-1
COc1ccc(Cl)cc1NC(=O)CN(C)C(=O)c1ccc(N2CCCCCC2)c([N+](=O)[O-])c1	0.9	16	10	-6	-0.4	0.84	-3	-7	-2

Single records, from the list above:
O=C(COC(=O)c1ccc(Br)o1)Nc1ccc(Br)cc1 as listed: mIAP activ: 1.1; hIAP block: -9; mIAP block: -6; MIN6 prolif: 3; MPTP block: -0.5; hIAP activ: 1.1; APOBEC3A inh: -3; A3G deaminase: -5; GRIN3A LBD mod: 0
C/C(=N\NC(=S)Nc1ccccc1)C1Cc2ccccc2C(=O)O1 (stereo unspecified) as listed: mIAP activ: 0.87; hIAP block: -2; mIAP block: 13; MIN6 prolif: 2; MPTP block: 7.3; hIAP activ: 1; APOBEC3A inh: -5; A3G deaminase: -3; GRIN3A LBD mod: 0

The list goes on:
SMILES	mIAP activ	hIAP block	mIAP block	MIN6 prolif	MPTP block	hIAP activ	APOBEC3A inh	A3G deaminase	GRIN3A LBD mod
COc1cccc(NC(=O)CC2COc3ccccc3O2)c1 (stereo unspecified)	1.1	-11	-9	-3	2.4	1.1	0	-3	2
Cn1c(C(=O)NCCc2ccsc2)cc2c(=O)n(C)c3ccccc3c21	0.89	0	11	3	-1.4	1	-4	-6	-3
CCOC(=O)/C(C#N)=C1\SS/C(=C(/C#N)C(=O)OCC)S1	0.9	-17	10	-6	x	1.2	0	18	x
Clc1ccccc1OCCCOc1cccc2cccnc12	0.99	10	1	-4	-0.2	0.9	-2	-4	-1
Cc1cc(Nc2ccccc2)n(CCOC(=O)COc2ccccc2)n1	0.93	-16	7	-3	-1.2	1.2	-2	-4	0
O=C(O)CN(c1ccc(F)cc1)S(=O)(=O)c1ccc2c(c1)OCCO2	1	-3	0	-1	0.7	1	-7	-7	2
Cc1cc(N2CCOCC2)ccc1/C=C1\SC(=O)N(C(C)C)C1=O	0.84	0	16	-2	2.6	1	0	1	4
CC(C)n1c(N2CCCC2)nc2c1c(=O)[nH]c(=O)n2C	0.96	4	4	0	0.3	0.96	-7	-9	3
Cc1ccc(-n2c(SCc3nnc4n3CCC4)nnc2-c2ccccc2)cc1	0.97	3	3	2	0.8	0.97	-2	-4	-3
CCCOc1ccc(S(=O)(=O)NNC(=O)c2cc3ccccc3o2)cc1	0.93	-18	7	-3	66*	1.2	-2	-6	-2
COC(=O)C1=C(CS(=O)(=O)c2ccc(C)cc2)NC(=O)NC1c1ccc(OC)c(OC)c1 (stereo unspecified)	1	-2	-3	7	-0.4	1	-4	-8	1
COCCCNC(=O)c1ccc(N2CCOCC2)c(NS(=O)(=O)c2ccc(OC)cc2)c1	1	14	-1	-1	0.1	0.86	-4	-7	5
COc1ccc(C(=O)NCc2cnn(C)c2C)cc1OC1CCN(C(C)C)CC1	0.96	-13	4	-3	-1.2	1.1	4	-7	0
N#Cc1c(-c2ccco2)cc(C2CC2)nc1N	0.94	4	6	-2	-0.9	0.96	-1	-3	-2
Cc1ccc(NC(Cc2cc(C)no2)c2ccccc2)cc1 (stereo unspecified)	1.2	1	-16	-2	1.1	0.99	-3	-5	4
N#Cc1cccc(NC(=O)C2SC(=Nc3ccccc3)C(C(=O)N3CCOCC3)=C2N)c1 (stereo unspecified)	0.99	10	1	1	0.9	0.9	-1	5	1
COc1ccc(NC(=O)COC(=O)CCCC2=NS(=O)(=O)c3ccccc3N2)cc1	0.96	-2	4	3	-0.7	1	-6	-10	0
CNCCC1Sc2ccccc2Oc2ccccc21 (stereo unspecified)	0.94	5	6	-4	61*	0.95	-1	-6	0
COCCN(Cc1cc2cc(C)ccc2n2nnnc12)C(=S)Nc1cccc(C)c1	1	7	0	-2	-0.4	0.93	0	2	0
COc1ccc(NC(=O)CSc2nnc3n2CCCCC3)cc1	1	-14	-3	1	-1.5	1.1	0	-9	2
COC(CNC(=O)c1ccc(Cn2c(=S)[nH]c3cc4c(cc3c2=O)OCO4)cc1)OC	0.99	2	1	-2	0.1	0.97	-2	-5	-1
CC(C)Cn1c(N)c(C(=O)COC(=O)[C@H](C)NC(=O)c2ccccc2Cl)c(=O)n(C)c1=O	1.1	4	-6	-4	1.8	0.96	1	-5	-1
CSc1ccc(/C=C2\C(=N)N3N=C(CC(=O)N4CCCCC4)SC3=NC2=O)cc1	0.92	18	8	-2	-1.0	0.82	5	7	-1
CCOC(=O)c1ccc(NC(=S)N(CCCN(CC)CC)Cc2ccco2)cc1	0.97	4	3	0	-0.8	0.96	-1	-5	4
CCOc1ccc(-c2cc(N3C(=O)Nc4ccccc4N3O)n[nH]2)cc1	0.97	-9	3	1	-0.2	1.1	-3	-9	-2
CC(C)c1ccc(NC(=O)c2cccnc2)cc1	1.1	7	-10	-2	0.1	0.93	3	4	1

Compound activity deposited in PubChem by Sanford-Burnham Center for Chemical Genomics.
